# Screens deposited in PubChem BioAssay by several laboratories.
# Efa HMGR inh: E. faecalis class II HMG-CoA reductase inhibition. purified E. faecalis HMGR, NADPH absorbance 340 nm kinetic. inhibition, % at 10 µM. actives 0.41% (n = 190,000);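 active means inhibition above a set limit, the median over all tested compounds plus 3 SD, cut at about 9.5% in these data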;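 further: enzyme runs in reverse so mevalonate oxidation gives rising NADPH absorbance; 0% = complete reaction with DMSO and 100% = background rate lacking mevalonate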
# PPARg SRC-1 ag: PPARgamma-driven SRC-1 recruitment agonism; activation, % at 8 µM; actives 0.41% (n = 200,000); PPARgamma-SRC-1 coactivator recruitment biochemical assay; P37231; in the data active means activation above about 19%;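 further: 0% = DMSO and 100% = reference agonist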
# Target sequence (P37231 whole entry, looked up): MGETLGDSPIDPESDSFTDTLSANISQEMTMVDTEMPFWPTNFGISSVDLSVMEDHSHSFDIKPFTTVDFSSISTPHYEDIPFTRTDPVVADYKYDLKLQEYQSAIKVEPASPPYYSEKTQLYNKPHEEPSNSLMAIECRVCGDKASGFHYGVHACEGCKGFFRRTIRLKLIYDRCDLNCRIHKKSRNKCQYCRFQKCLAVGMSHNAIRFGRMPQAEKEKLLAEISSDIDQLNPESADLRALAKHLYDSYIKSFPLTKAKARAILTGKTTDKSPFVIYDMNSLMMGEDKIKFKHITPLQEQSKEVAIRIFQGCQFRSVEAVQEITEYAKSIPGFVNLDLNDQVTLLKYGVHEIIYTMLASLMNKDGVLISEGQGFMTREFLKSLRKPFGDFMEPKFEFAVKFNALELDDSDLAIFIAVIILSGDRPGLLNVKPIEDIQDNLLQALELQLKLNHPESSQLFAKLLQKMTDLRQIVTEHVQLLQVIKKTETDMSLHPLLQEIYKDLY
# S1P3 antag: S1P3 (human) receptor antagonism. CHO S1P3 NFAT-BLA reporter, FRET fluorescence, antagonist mode. actives 0.27% (n = 170,000). AID 485. inhibition, % at 4.98 µM. Q99500;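 active means inhibition above the plate cutoff, the mean inhibition of test wells on that plate plus 3 SD, cut at about 28% in these data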;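 further: cells challenged with S1P at its EC80 of 0.8 µM; blue over green emission ratio from cleaved BLA substrate after 4 h stimulation; 0% = S1P-stimulated wells and 100% = unstimulated DMSO-only wells; some compounds past the cut are filed as inactive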
# Lmaj promast: Leishmania major promastigote growth inhibition | Leishmania major promastigotes, resazurin fluorescence viability | AID 1063 | actives 9% (n = 200,000) | inhibition, % at 10 µM; in the data active means inhibition above about 50%;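 further: promastigotes grown with compound for 44 hours at 28 °C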
# PPARg SRC2 recr: agonists of SRC-2 recruitment by human PPARgamma | P37231 | PPARgamma LBD-SRC-2 recruitment, biochemical | activation, % at 8 µM | actives 0.34% (n = 200,000); in the data active means activation above about 22%;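 further: 0% = vehicle and 100% = reference agonist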
# bIAP inhibitor: blocks bovine intestinal alkaline phosphatase activity | inhibition, % at 20 µM | AID 1019 | purified bovine IAP, CDP-star luminescence, 30 min | 190,000 tested, under 10 active;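 active means over 50% inhibition of intestinal alkaline phosphatase at 20 µM in the single-dose screen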
#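 Assay system: bovine IAP enzyme; medium: DEA buffer 100 mM, pH 9.8, with MgCl2 1.0 mM, ZnCl2 0.02 mM; doses: 20 µM single dose; incubation: enzyme reaction for 30 min at room temperature; detection: CDP-star luminescence signal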
# SRC2 TRFRET art: flags TR-FRET format artefacts in PPARgamma SRC-2 recruitment agonist screen; AID 1049; TR-FRET ratio at 8 µM; actives 0.4% (n = 200,000); TR-FRET artefact counter-screen; hits give high values; in the data active means TR-FRET ratio above about 2000; further: inactives centre near 1500; reference of the scale not given here
# ROMK mod: human ROMK K+ channel modulation, primary screen | Tet-inducible ROMK, thallium flux fluorescence; actives lie on both sides | B-score at 10 µM | actives 2% (n = 130,000) | AID 1918;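 active means signal ratio slope over the read window, or its plate-corrected B-score, at least 3 SD from the plate mean, either direction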;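 further: B-score of the F/F0 ratio slope over 7 to 12 s after thallium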
# Target sequence (P48048 whole entry, looked up): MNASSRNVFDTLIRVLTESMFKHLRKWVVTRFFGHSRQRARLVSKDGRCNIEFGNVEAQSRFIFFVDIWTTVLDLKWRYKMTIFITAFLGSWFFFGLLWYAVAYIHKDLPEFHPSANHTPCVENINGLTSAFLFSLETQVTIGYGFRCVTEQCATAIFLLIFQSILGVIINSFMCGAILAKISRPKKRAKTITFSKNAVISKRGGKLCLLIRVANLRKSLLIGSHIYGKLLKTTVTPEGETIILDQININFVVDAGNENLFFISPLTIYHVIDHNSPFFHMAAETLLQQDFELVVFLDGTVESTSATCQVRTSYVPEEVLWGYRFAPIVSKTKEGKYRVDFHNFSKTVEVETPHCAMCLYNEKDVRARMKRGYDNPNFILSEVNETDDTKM
# PPARg SRC-3 ag: PPARgamma-driven SRC-3 recruitment agonism; P37231; biochemical PPARgamma/SRC-3 coactivator recruitment assay; activation, % at 8 µM; actives 0.26% (n = 200,000); AID 731; in the data active means activation above about 23%;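 further: 0% = DMSO and 100% = reference agonist; some compounds past the cut are filed as inactive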
# RAM inhibit: blocks the yeast RAM network. actives 1.8% (n = 190,000). inhibition, % at 50 µM. S. cerevisiae dse1pr::URA3 reporter, 5-FOA growth OD615, 2 d; analog-sensitive cbk1-as2 kinase mutant strain;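 active means inhibition above a set limit, 3 SD over mean compound inhibition, cut at about 8.4% in these data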;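 further: 0% = DMSO-only wells with no growth and 100% = 10 µM 1-NA-PP1 full growth; inhibition rescues growth on 5-FOA so higher OD means more RAM inhibition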
# Redox H2O2 prof: compounds producing H2O2 with reducing agent – biochemical, NIH compound library profiling, artefact control for MLSCN library redox annotation, primary screen. actives 0.03% (n = 200,000). activation, % at 10 µM. DTT-dependent redox cycling H2O2, phenol red/HRP absorbance; 100% = 100 µM peroxide control, 0% = buffer;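 active means activation of at least 50% relative to the plate's high and low controls in the primary single-dose screen; inactive means activation below 50%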;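 further: compound incubated with DTT at 0.8 mM final as the reducing agent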
# * marks the source's active call; other numbers are inactive results; nt = not tested or not shown.
mol	Efa HMGR inh	PPARg SRC-1 ag	S1P3 antag	Lmaj promast	PPARg SRC2 recr	bIAP inhibitor	SRC2 TRFRET art	ROMK mod	PPARg SRC-3 ag	RAM inhibit	Redox H2O2 prof
COc1ccc(Nc2nc(C)nc3sc4c(c23)CCC4)cc1O	-4.2	-4.6	-11.2	3.6	0.0	-2.6	1622	-0.648	-2.3	4.4	0.2
C/C(=C\C(=O)C(F)(F)F)Nc1ccc(C)cc1	-0.5	5.3	-18.9	0.6	2.6	39.9	1699	0.319	6.0	0.4	-1.0
Cc1[nH]nc2c1C(=O)CCC2	-2.9	9.5	-9.4	-4.4	13.7	6.4	1598	nt	1.9	4.2	1.8
CC(=O)c1cccc(NC(=O)c2ccoc2C)c1	-9.2	-0.2	-9.8	14.0	-1.6	-29.7	1697	-0.52	1.3	2.0	-0.7
COC(=O)C1=C(C(=O)OC)C2(OC1c1ccccc1C)C(=O)c1ccccc1C2=O (stereo not drawn)	8.3	1.1	nt	-0.1	4.3	26.7	1766	0.668	-5.7	2.2	0.9
O=c1c2ccccc2ncn1CCCCOc1ccc(Br)cc1	-6.4	7.5	-9.1	-6.3	1.3	-1.1	1400	0.312	0.6	3.1	0.5
COc1ccc(CCN2C(=O)NC(NC(=O)C(C)(C)C)(C(F)(F)F)C2=O)cc1OC (stereo not drawn)	-7.9	-0.6	-10.6	-6.9	-0.6	-21.0	1736	0.924	4.5	1.6	-0.4
O=C(NCc1ccco1)c1ccccc1NS(=O)(=O)c1ccc(Br)s1	-5.7	-1.0	nt	-4.3	2.4	0.2	1711	nt	8.9	5.6	0.3
Cc1ccc(NS(=O)(=O)c2ccc(NC(=O)CSc3ccc(Cl)cc3)cc2)c(C)c1	-1.5	3.6	nt	-3.7	6.0	14.2	1626	nt	-0.8	4.2	-3.2
CCN1CCN(C(=O)Cn2c(=O)sc3ccccc32)CC1	-7.8	nt	-12.3	-7.4	nt	12.6	nt	nt	nt	1.5	-3.2
Nc1nc(-c2ccccc2Br)cs1	-0.9	-4.5	-19.4	-0.1	-5.8	-9.8	1415	nt	-8.4	-0.5	0.5
O=C(c1ccccc1)N1CCN(C2c3cccc4cccc(c34)C2NS(=O)(=O)c2ccccc2)CC1 (stereo not drawn)	0.0	-3.4	nt	98.7*	-0.1	-7.4	1638	nt	-7.8	0.7	-4.0
CC(C)c1onc(C(=O)Nc2cccnc2Cl)c1[N+](=O)[O-]	-5.3	15.0	11.8	5.4	6.3	8.4	1643	0.0712	6.8	-1.0	0.8
CCOC(=O)C1(Cc2ccc(Cl)cc2)CCN(C(=O)C2CCCO2)CC1 (stereo not drawn)	1.6	-0.7	-2.2	-2.9	0.0	-14.8	1388	nt	-1.2	0.2	-0.7
C/C(=N\Nc1nc(N)cc(Cl)n1)c1cccc([N+](=O)[O-])c1	-2.6	0.3	nt	14.1	3.7	4.6	1299	nt	-1.6	0.7	3.0
O=C1c2cccc3c(O)ccc(c23)C(=O)N1Cc1ccccc1	2.6	1.4	nt	-6.2	-0.5	44.4	1367	nt	-1.3	4.7	0.1
Cc1ccc(C)c(OCC(=O)Nc2cc(C)on2)c1	-1.8	-1.6	18.7	23.0	-6.1	19.0	1532	nt	0.3	0.0	-2.7
COc1ccccc1CNC(=O)CSc1nnc2c(Cl)cc(C(F)(F)F)cn12	-1.5	2.0	-10.8	-2.6	7.0	-3.3	1481	-0.14	5.9	-0.1	0.1
COc1ccccc1-n1c(SCC(=O)c2ccc(O)cc2O)nc2cc([N+](=O)[O-])ccc21	0.2	-1.0	7.7	51.4*	-6.1	13.7	1303	0.657	5.3	6.0	0.2
CCOC(=O)C1CCN(C(=O)CN(Cc2ccc(Cl)cc2)S(C)(=O)=O)CC1	-9.0	2.3	-1.3	-6.5	7.1	-0.4	1527	nt	-3.0	0.4	-3.3
O=C(Cn1ncc2c3ccccc3n(Cc3ccc(F)cc3)c2c1=O)N1CCN(c2ncccn2)CC1	-1.9	4.3	nt	28.6	9.5	37.6	1586	-2.87*	5.6	2.6	0.5
CCOC(=O)c1c(C)[nH]c(C)c1C(=O)COC(=O)/C=C/c1cccc(F)c1	-0.3	7.0	-6.3	-0.2	8.8	27.1	1654	nt	8.2	4.5	0.1
COc1cc(C(=O)Nc2ccc(S(=O)(=O)Nc3ncccn3)cc2)c([N+](=O)[O-])cc1OC	5.8	8.0	-0.2	-6.6	9.3	10.6	1521	0.141	3.0	4.7	0.2
CCOC(=O)NC1(C(F)(F)F)C(=O)NC(C)=C1C(=O)OC (stereo not drawn)	-5.4	5.8	-18.8	-1.9	7.1	7.5	1697	0.502	1.2	0.8	0.3
OCC1(Cc2ccc(Cl)cc2)CCN(CCCc2ccccc2)CC1	-1.8	-0.2	2.6	94.5*	2.4	5.6	1543	-2.27	-1.9	0.1	0.2
CCOC(=O)C1CCCN(C(=O)c2ccc(CS(=O)(=O)Cc3ccccc3C)o2)C1 (stereo not drawn)	-3.5	1.6	-12.3	-6.2	-0.4	11.8	1471	nt	4.0	2.1	0.4
COc1ccccc1OCC(=O)Nc1ccc(S(=O)(=O)NC(C)=O)cc1	-0.6	-2.1	-13.6	-0.4	-2.1	-3.0	1450	nt	-5.8	1.7	-0.5
Cc1[nH]c2ccccc2c1/C=N\NC(=O)Cn1nnc(-c2ccccc2)n1	-4.7	4.0	-14.3	-7.2	11.3	-3.0	1803	nt	3.5	2.7	0.2
Oc1ccc(F)c2cccnc12	3.6	2.9	-8.7	7.9	-1.4	17.0	1563	-0.465	2.1	0.1	0.4
CCCCn1nnc(NC(=O)COc2cc(C)ccc2C(C)C)n1	-0.5	6.9	31.2	-0.6	7.0	9.2	1621	nt	-4.3	2.7	-0.3

# (list continues)
mol	Efa HMGR inh	PPARg SRC-1 ag	S1P3 antag	Lmaj promast	PPARg SRC2 recr	bIAP inhibitor	SRC2 TRFRET art	ROMK mod	PPARg SRC-3 ag	RAM inhibit	Redox H2O2 prof
CC(C)COC(=O)Nc1ccccc1C(=O)N1CCOCC1	-2.5	0.7	-27.7	-3.1	14.4	6.3	1710	nt	6.1	0.8	1.8
O=S(=O)(Cc1c(F)cccc1Cl)c1ncn[nH]1	3.4	3.1	-0.8	-4.2	0.5	-8.7	1509	-0.617	1.1	1.1	-0.1
COc1c2ccccc2c(OC)c2ccccc12	-4.0	10.7	-9.9	2.0	-3.0	-1.3	1679	1.32	0.9	4.3	-2.4
COCCCNC(=O)CN1C(=O)CSc2ncccc21	-7.5	-0.1	-5.9	-8.2	5.8	19.1	1440	nt	5.0	-0.3	-0.3
O=C(O)c1ccc(-c2nc(-c3ccccc3)cs2)cc1	1.6	9.1	1.4	-5.3	4.0	-9.7	1616	-0.917	4.7	2.4	-1.1
COc1ccc(C(=O)NCC(=O)NCC(=O)OCC(=O)c2cccs2)cc1	-0.7	3.7	-2.6	-5.1	0.2	10.6	1586	1.08	1.0	0.0	-0.4
O=C(c1ccc(Cl)c(Cl)c1)N1CCCC1	0.1	0.9	nt	-4.9	-4.1	1.5	1535	nt	1.2	0.9	-1.7
Cc1nc2ccccc2nc1OCc1cccc(Cl)c1	-1.5	6.0	-0.7	-0.6	-0.2	-2.1	1577	nt	0.8	3.6	-0.2
CC(=O)Nc1ccc(N(C(=O)c2ccco2)C(C(=O)NC2CCCC2)c2cccs2)cc1 (stereo not drawn)	4.1	9.1	-13.0	-5.0	-4.4	-11.6	1645	-0.297	-1.2	0.8	-1.1
O=C(/C=C/c1ccco1)NCC(=O)N/N=C/c1ccc([N+](=O)[O-])cc1	1.7	3.0	0.8	-2.5	5.1	-4.3	1509	-0.554	0.7	2.1	-0.9
O=c1nc(NC2CCCC2)ccn1Cc1cccc(Br)c1	0.7	-1.2	25.9	8.1	-1.6	6.8	1644	-0.19	-4.4	1.6	0.1
OC1CCN(c2c3c(nc4cc(-c5ccc(F)cc5)nn24)CCC3)CC1	-0.3	2.9	nt	15.2	3.7	15.5	1646	nt	2.2	0.3	0.4
CCN1/C(=C2\OC(=S)N(C)C2=O)C=Cc2ccccc21	-1.3	-0.2	-18.9	-2.1	-1.6	11.8	1520	-0.148	1.2	3.5	0.1
CNc1nc(Cl)c(SC)c(N2CCOCC2)n1	-7.9	3.4	12.4	-5.5	3.0	-12.3	1496	-0.16	2.9	3.3	-1.5
CCOc1cc(S(=O)(=O)Nc2ccccn2)ccc1F	-1.8	0.2	-30.3	0.9	-2.7	7.5	1409	nt	-1.6	0.8	1.4
COc1ccc(CCNC(=O)C2CCN(c3ccc(N4CCOCC4)nn3)CC2)c(OC)c1	-1.2	6.6	nt	4.4	2.4	-12.4	1687	nt	1.1	1.6	-1.1
O=C(NN1C(=O)C2C(c3ccccc3)C=CC(c3ccccc3)C2C1=O)c1ccccc1 (stereo not drawn)	-1.8	-1.2	16.9	30.5	-3.3	0.4	1606	0.823	4.0	2.1	-0.6
COc1cc(S(=O)(=O)N2CCCCC2)ccc1NC(=O)c1ccc(F)cc1	-0.5	9.0	21.1	1.2	8.1	3.2	1646	nt	0.2	5.0	-2.6
CCOC(=O)N1CCC(NC(=O)Cc2cn(C)c3ccccc23)CC1	-1.7	-1.3	nt	-4.2	-1.6	9.6	1600	0.037	2.7	-1.2	-0.2
O=[N+]([O-])c1ccccc1SNc1ccccn1	-2.3	5.1	0.2	-2.2	0.8	8.1	1606	-1.37	6.3	0.7	-0.5
COc1ccc(C)cc1S(=O)(=O)N(C)CC(=O)N1CCN(c2ccccc2)CC1	-6.2	1.8	-1.6	-0.3	6.2	-2.2	1662	-0.202	0.2	1.2	-0.4
O=C(CCn1c(=O)[nH]c2ccsc2c1=O)N(CCc1ccccc1)Cc1ccccc1	-2.0	1.8	nt	21.6	10.1	10.4	1562	-2.45	1.4	2.1	0.1

# One compound at a time, as listed above.
# O=c1nc(NC2CCCC2)ccn1Cc1cccc(Br)c1 across the screens: Efa HMGR inh = 0.7; PPARg SRC-1 ag = -1.2; S1P3 antag = 25.9; Lmaj promast = 8.1; PPARg SRC2 recr = -1.6; bIAP inhibitor = 6.8; SRC2 TRFRET art = 1644; ROMK mod = -0.19; PPARg SRC-3 ag = -4.4; RAM inhibit = 1.6; Redox H2O2 prof = 0.1
# COc1ccc(C)cc1S(=O)(=O)N(C)CC(=O)N1CCN(c2ccccc2)CC1 across the screens: Efa HMGR inh = -6.2; PPARg SRC-1 ag = 1.8; S1P3 antag = -1.6; Lmaj promast = -0.3; PPARg SRC2 recr = 6.2; bIAP inhibitor = -2.2; SRC2 TRFRET art = 1662; ROMK mod = -0.202; PPARg SRC-3 ag = 0.2; RAM inhibit = 1.2; Redox H2O2 prof = -0.4

# Pulled one by one from the entries so far (two):
mol	Efa HMGR inh	PPARg SRC-1 ag	S1P3 antag	Lmaj promast	PPARg SRC2 recr	bIAP inhibitor	SRC2 TRFRET art	ROMK mod	PPARg SRC-3 ag	RAM inhibit	Redox H2O2 prof
COCCCNC(=O)CN1C(=O)CSc2ncccc21	-7.5	-0.1	-5.9	-8.2	5.8	19.1	1440	nt	5.0	-0.3	-0.3
COc1c2ccccc2c(OC)c2ccccc12	-4.0	10.7	-9.9	2.0	-3.0	-1.3	1679	1.32	0.9	4.3	-2.4
